mIAP act – mouse IAP activation. muIAP, CDP-Star luminescence, 30 min; stronger effect = higher value; 1 = vehicle-only enzyme signal, 0 = enzyme-free wells. activation factor at 10 µM. actives 0.24% (n = 330,000);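 active = activation factor of at least 2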; also: the source names both 10 and 20 µM as test concentration; values of inactives mirror those of a sister screen read the other way
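Assay system: mouse IAP enzyme; reagent: chemiluminescent substrate CDP-Star; dosing: test compounds delivered from DMSO solution; schedule: 30 min at room temperature; measured by: luminescence from enzymatic CDP-Star hydrolysis; controls: DMSO-only wells and no-enzyme negative control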
ATG4B inh – inhibitors of human ATG4B cysteine protease | actives 0.51% (n = 340,000) | ATG4B cleavage of LC3-PLA2, NBD-HPC fluorescence, 1 h | Q9Y4P1 | inhibition, % at 8.33 µM; in the data active = inhibition above about 40%
Target sequence (Q9Y4P1 whole entry, looked up): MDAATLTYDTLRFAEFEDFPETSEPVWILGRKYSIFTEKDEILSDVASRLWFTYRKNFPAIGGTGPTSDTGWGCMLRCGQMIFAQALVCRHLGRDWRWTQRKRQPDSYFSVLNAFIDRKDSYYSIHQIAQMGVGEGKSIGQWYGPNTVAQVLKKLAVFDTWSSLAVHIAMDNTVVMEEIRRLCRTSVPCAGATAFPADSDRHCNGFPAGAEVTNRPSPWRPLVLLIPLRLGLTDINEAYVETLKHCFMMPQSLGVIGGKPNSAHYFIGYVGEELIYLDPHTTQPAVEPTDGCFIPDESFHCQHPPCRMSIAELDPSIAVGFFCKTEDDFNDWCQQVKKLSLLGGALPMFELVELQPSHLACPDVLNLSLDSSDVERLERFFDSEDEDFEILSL
hIAP block – human IAP inhibition; P09923; purified IAP, CDP-Star luminescence, 30 min; inhibition, % at 10 µM; actives 0.12% (n = 330,000); AID 2544;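 active = inhibition reaching a set limit with compound at 10 µM in the primary screen, cut at about 35% in these data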;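 also: plate controls were DMSO wells with enzyme for no effect and no-enzyme buffer wells for full effect; values of inactives mirror those of a sister screen read the other way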
hIAP activ – human IAP activation; P09923; purified human IAP, CDP-Star luminescence, 30 min; stronger effect = higher value; 1 = vehicle-only enzyme, 0 = enzyme-free background; activation factor at 10 µM; actives 0.16% (n = 330,000);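 active = activation factor of the enzyme at least 2-fold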; also: the source names both 10 and 20 µM as test concentration; values of inactives mirror those of a sister screen read the other way
MPTP block – blocks calcium-induced mitochondrial swelling; isolated mouse mitochondria, Ca2+ swelling absorbance, 30 min; inhibition, % at 10 µM; actives 1.4% (n = 360,000); AID 602449;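 active = inhibition of 50% or more, scaled per plate between neutral and stimulator controls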;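 also: 0% = DMSO wells given calcium and 100% = 1 mM EGTA wells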
APOBEC3G inh – blocks human APOBEC3G single-stranded DNA deamination; Q9HC16; recombinant A3G, ssDNA deamination FAM/TAMRA fluorescence; inhibition, % at 20 µM; actives 0.28% (n = 330,000);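 active = inhibition of at least 40% at 20 µM, with no more than 30% in the related APOBEC3A deaminase screen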;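 also: plate controls were DMSO wells with A3G for no effect and wells lacking A3G enzyme for full effect; some compounds called inactive have numbers as strong as hits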
Target sequence (Q9HC16 whole entry, looked up): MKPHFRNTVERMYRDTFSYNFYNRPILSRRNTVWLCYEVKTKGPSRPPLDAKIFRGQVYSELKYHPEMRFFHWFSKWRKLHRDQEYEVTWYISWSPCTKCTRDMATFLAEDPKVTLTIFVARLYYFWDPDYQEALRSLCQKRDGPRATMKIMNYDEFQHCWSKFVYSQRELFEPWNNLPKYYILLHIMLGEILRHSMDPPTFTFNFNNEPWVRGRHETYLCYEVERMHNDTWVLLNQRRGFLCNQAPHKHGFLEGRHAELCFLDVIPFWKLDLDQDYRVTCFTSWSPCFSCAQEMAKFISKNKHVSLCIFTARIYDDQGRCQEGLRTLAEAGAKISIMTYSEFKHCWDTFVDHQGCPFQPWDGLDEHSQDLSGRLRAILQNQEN
beta cell repl – inducers of beta-cell replication in MIN6 cells. MIN6 cells proliferation, ATPlite luminescence, 48 h; cells starved in 0.2% serum; 100% = growth in 10% serum. proliferation, % at 10 µM. actives 0.29% (n = 330,000). AID 2380;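 active = compounds whose signal lies at least 3.5 SD above the mean of all wells on their plate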;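 also: 0% = DMSO-treated cells in low-serum medium and 100% = 10% serum control; some compounds called inactive have numbers as strong as hits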
APOBEC3A inh – blocks human APOBEC3A ssDNA deamination; AID 493011; recombinant A3A, FAM/TAMRA ssDNA deamination fluorescence; inhibition, % at 20 µM; actives 0.41% (n = 330,000);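 active = at least 40% inhibition at 20 µM here, with at most 30% in a related deaminase screen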;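 also: plate controls were A3A with DMSO for no effect and wells lacking A3A enzyme for full effect; some results filed as inactive read as strong as hits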
Target sequence (P31941 whole entry, looked up): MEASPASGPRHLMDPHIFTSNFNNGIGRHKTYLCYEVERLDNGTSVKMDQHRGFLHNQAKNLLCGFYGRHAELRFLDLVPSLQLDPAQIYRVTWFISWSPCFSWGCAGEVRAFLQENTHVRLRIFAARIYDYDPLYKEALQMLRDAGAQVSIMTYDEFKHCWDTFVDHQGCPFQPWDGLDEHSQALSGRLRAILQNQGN
mIAP block – blocks mouse intestinal alkaline phosphatase. purified mouse IAP, CDP-Star luminescence, 30 min. inhibition, % at 10 µM. actives 0.2% (n = 330,000);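 active = inhibition of at least 40% at 10 µM in the primary screen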;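 also: plate controls were DMSO with enzyme for no effect and no enzyme wells for full effect; values of inactives mirror those of a sister screen read the other way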
An asterisk follows results filed as active; nt = no result given. An unsorted share of the library; 3.3% or so of the library scored in one or more.

SMILES	mIAP act	ATG4B inh	hIAP block	hIAP activ	MPTP block	APOBEC3G inh	beta cell repl	APOBEC3A inh	mIAP block
CCC1(c2ccc(Cl)cc2)NC(=O)N(Cc2ccc(C(=O)OC)cc2)C1=O (centres undefined)	0.85	-1	12	0.88	-1.6	-11	-1	2	15
Cc1ccc(-c2nn(-c3cccc(F)c3)cc2CN(Cc2nccn2C)C(C)C)o1	0.94	-6	-9	1.1	0.5	-6	-5	-5	6
CCCCOc1ccc(/C(O)=C2/C(=O)C(=O)N(Cc3cccnc3)C2c2ccncc2)c(C)c1 (centres undefined)	1	-1	7	0.93	-6.6	-3	0	-1	-1
Cc1cc(C)c2c(n1)sc1c(-c3ccccc3)c(C#N)c(N)nc12	1.1	-2	-18	1.2	1.7	-9	-4	-4	-11
CC1(C)CC(=O)C=C(NC2CCCC(O)C2)C1 (centres undefined)	0.98	3	7	0.93	-1.1	-2	-1	2	2
Cc1ccc(-n2nnnc2SCC(=O)Nc2sccc2C#N)cc1	1	-8	6	0.94	1.0	-3	0	-7	0
CCN1C(=O)c2ccccc2S(=O)c2ccc(C(=O)NCCCN3CCCC3=O)cc21 (centres undefined)	0.95	5	10	0.9	-2.9	-8	0	0	5
CSc1nc(C)nc(N/C=C(\C#N)S(=O)(=O)c2ccccc2Cl)n1	1	4	3	0.97	14	0	-3	-2	0
O=C(C[n+]1ccccc1)Nc1c(Cl)cc(Cl)cc1Cl	1	2	5	0.95	-2.6	-3	0	0	-1
Cc1cccc(NC(=O)Nc2nnc(N3CCCCC3C)s2)c1C (centres undefined)	0.91	-7	0	1	-1.4	-9	-1	-3	9
COc1ccc(S(=O)(=O)Nc2cc(C(=O)NCCCOC(C)C)ccc2N2CCOCC2)cc1	1.1	-7	-5	1.1	0.3	-8	-1	-2	-10
COc1cccc(NC(=O)CSc2nc3ccccc3nc2N2CCCC2)c1	0.93	-5	3	0.97	0.4	-1	-4	1	7
CCOc1cc(NC(=S)NCCCN2CCOCC2)c(OCC)cc1NC(=O)C(C)C	0.99	18	2	0.98	2.3	-1	-2	-2	1
Cc1cccc(C)c1OCCNC(=O)C(=O)NCc1ccco1	0.92	1	-21	1.2	-0.9	-4	-3	-3	8
Cc1ccc(CNC(=O)CCC2CCCN(Cc3cccc4ncccc34)C2)o1 (centres undefined)	0.99	-3	-9	1.1	-0.5	-3	-3	-2	1
CC(C)P(=O)(Cc1cccc(C#N)c1)C(C)C	1.1	-4	-46	1.5	-1.5	4	-2	1	-6
CC(C)N1CN=C(Nc2nc3ccccc3o2)NC1	0.95	-1	-13	1.1	-1.6	-5	-1	1	5
Cc1ccc(S(=O)(=O)NCCC(=O)NC2CCC(C)CC2)cc1 (centres undefined)	0.95	-2	-6	1.1	-0.3	-5	-2	-2	5
O=C(CSc1nc2c(sc3ccccc32)c(=O)n1CCCN1CCCC1)NCc1ccco1	0.99	-7	-4	1	-4.6	-3	-1	-1	1
Cc1cnc(NC(=O)Nc2ccccc2)c(C)n1	1.1	0	6	0.94	-1.2	-4	2	1	-5
O=C(COC(=O)C1CC1)Nc1nc(-c2ccc(F)c(F)c2)cs1	0.96	1	2	0.97	0.6	-11	-3	-4	4
CCN(CC)C(=O)CC(c1cc(OC)c(OC)c(OC)c1)c1c(O)cc(OC)cc1OC (centres undefined)	0.93	-15	17	0.83	-1.0	-2	0	2	7
COc1cc(C(=O)N/N=C/c2coc3ccccc3c2=O)cc(OC)c1OC	1	15	-1	1	0.5	-1	-2	3	-1
NC(=O)COc1ccc(C23CC4CC(CC(C4)C2)C3)cc1	0.94	36	-10	1.1	2.2	-7	-5	-4	6
COc1cccc(C=O)c1OCCCOc1cccc2cccnc12	1	31	-6	1.1	1.8	15	-3	-3	-2
Cc1ccc(C(=O)OCC(=O)NCc2ccc3c(c2)OCO3)o1	0.9	0	-18	1.2	-1.3	4	-3	3	10
Cc1ccc(S(=O)(=O)N2CCOCC2)cc1NC(=O)C(c1ccc(Cl)cc1)C(C)C (centres undefined)	1.6	-3	7	0.93	0.4	-7	-4	-2	-62
Cc1ccc(C(=O)Nc2ccc(S(=O)(=O)N3CCOCC3)cc2)cc1C	0.93	-5	-6	1.1	0.2	-1	-4	-3	7
O=C(CNc1ccc2c(c1)OCO2)N/N=C\c1ccccc1Cl	0.83	-1	-2	1	0.4	-6	0	0	17
COC(=O)CCC/C=C1/SCC(NC(=O)c2ccccc2)C1NC(C)=O (centres undefined)	1.1	-5	-12	1.1	-2.6	-5	-2	1	-7
COCC(COCCCNC(=O)Nc1ccc(Br)cc1)OC (centres undefined)	1	-6	-2	1	-0.8	-9	-2	-3	0
Cc1cccc(C(=O)NNC(=O)c2ccc(-c3ccccc3)cc2)c1	0.84	2	-84	1.8	3.2	0	-2	2	16
c1ccc2c(c1)nc(NC1CCCCC1)c1nncn12	0.96	-13	6	0.94	-1.2	-5	4	-4	4
Cc1cc(C)c(C)c(S(=O)(=O)NCc2ccc(C(=O)N3CCOCC3)cc2)c1C	1.1	9	10	0.9	1.8	-1	-1	0	-10
CCOc1ccc2nc(N(CCN(CC)CC)C(=O)c3ccc([N+](=O)[O-])cc3)sc2c1	0.98	6	6	0.94	0.7	-4	3	-1	2
CN(C)S(=O)(=O)N(CC(=O)NCc1ccccc1)c1ccccc1	1	-2	20	0.8	-1.5	-3	-2	-1	-5
CC(Cc1ccccc1)NC(=S)CN1CCCC1=S (centres undefined)	0.94	1	8	0.92	3.3	-5	3	0	6
C=CCC1CCCCC12NC(=O)NC2=O (centres undefined)	1	-4	-15	1.1	-0.7	-4	1	-1	-1
Cc1cccc(NNC(N)=S)c1	0.95	-3	6	0.94	0.5	-7	-1	-3	5
Nc1nc(SCC(=O)Nc2ccccc2)nc2nc3c(cc12)CCCC3	0.82	-9	-11	1.1	3.7	3	0	3	18
COc1ccc(N2C(=O)C3CCCCC3C2=O)cc1NC(=O)c1ccccc1 (centres undefined)	0.98	-6	7	0.93	-0.4	2	-3	0	2
Cc1ccc(N=Nc2c(N)n[nH]c2N)cc1	0.82	1	0	1	-0.2	-5	-3	-2	18
O=C(Nn1c(-c2ccc(F)cc2)nc2ccccc2c1=O)C1CCCCC1	0.98	4	3	0.97	-0.3	-5	-1	1	2
COc1cc(-c2nnc3sc(-c4ccco4)nn23)cc(OC)c1OC	1	1	-2	1	1.9	-6	4	-4	-4
CCCc1cc(=O)[nH]c(SCC(=O)Nc2ccc(OCc3ccccc3)cc2)n1	0.92	-3	-8	1.1	0.7	-6	-1	-3	8
Cc1cc(=O)n2nc(N3CCCC(C(=O)NCc4ccccc4Br)C3)sc2n1 (centres undefined)	0.96	3	-28	1.3	0.1	-6	2	-2	4
O=C(C[n+]1ccccc1)N/N=C/c1ccc(O)cc1	0.98	-8	-8	1.1	-1.1	-7	-2	-2	2
O=C(c1ccc(Br)s1)N1CCCC1	0.98	2	6	0.94	-1.3	1	-4	3	2
COc1ccccc1C(c1nnnn1C(C)C)N1CCN(C(=O)c2ccco2)CC1 (centres undefined)	0.98	-6	-6	1.1	-0.2	0	0	-3	2
Cc1cc2c(N3CCCCC3C)ncnc2s1 (centres undefined)	0.91	-6	-30	1.3	5.2	-6	-3	-4	9
O=C(NCc1ccco1)c1ccc([N+](=O)[O-])cc1Cl	1.1	-3	4	0.96	1.1	-4	-1	-3	-5
CCC1(C(=O)c2ccc(Cl)cc2)C2c3ccccc3OC(=O)C21C(=O)Nc1ccccc1 (centres undefined)	1.1	-7	-5	1.1	41	-9	-1	4	-6
COc1ccc(/C=C2/SC(=O)N(CC(O)Cn3c4ccccc4c4ccccc43)C2=O)cc1 (centres undefined)	0.88	0	4	0.96	-2.6	-7	-2	-6	12
CC1CCCCN1S(=O)(=O)c1ccc(NC(=O)c2cccc(-n3cnnn3)c2)cc1 (centres undefined)	0.96	-15	17	0.83	29	-6	4	-3	4
COc1cc2oc(=O)cc(-c3ccc(-c4ccc(C#N)cc4)cc3)c2c(OC)c1OC	0.87	3	nt	nt	0.0	-2	nt	0	13
CCC1C(=O)N=C(SCC(=O)NC2CCCCC2)NC1=O (centres undefined)	0.97	-15	10	0.9	0.4	-6	-3	-3	3
CC(=O)NCCC(=O)Nc1cc(S(=O)(=O)N2CCCCC2)ccc1Oc1ccccc1	1.1	1	-26	1.3	0.3	-1	0	6	-7
Cc1c(Br)c(C(F)(F)F)nn1CC(=O)NCc1ccccc1	0.93	21	-7	1.1	1.5	-6	-2	0	7
CCOc1ccccc1NC(=O)C(CC(C)C)NC(=O)C1CCCCC1 (centres undefined)	1.2	-14	-18	1.2	0.4	-7	1	-2	-18
CCC1CCc2c(sc(NC(=O)c3cccnc3)c2C(N)=O)C1 (centres undefined)	0.97	-11	4	0.96	1.9	-4	4	3	3

Single records, from the list above.
Results for `Cc1c(Br)c(C(F)(F)F)nn1CC(=O)NCc1ccccc1` = mIAP act = 0.93; ATG4B inh = 21; hIAP block = -7; hIAP activ = 1.1; MPTP block = 1.5; APOBEC3G inh = -6; beta cell repl = -2; APOBEC3A inh = 0; mIAP block = 7
Results for `CCOc1ccccc1NC(=O)C(CC(C)C)NC(=O)C1CCCCC1` (centres undefined) = mIAP act = 1.2; ATG4B inh = -14; hIAP block = -18; hIAP activ = 1.2; MPTP block = 0.4; APOBEC3G inh = -7; beta cell repl = 1; APOBEC3A inh = -2; mIAP block = -18
Results for `COc1ccc(/C=C2/SC(=O)N(CC(O)Cn3c4ccccc4c4ccccc43)C2=O)cc1` (centres undefined) = mIAP act = 0.88; ATG4B inh = 0; hIAP block = 4; hIAP activ = 0.96; MPTP block = -2.6; APOBEC3G inh = -7; beta cell repl = -2; APOBEC3A inh = -6; mIAP block = 12

Continued:
SMILES	mIAP act	ATG4B inh	hIAP block	hIAP activ	MPTP block	APOBEC3G inh	beta cell repl	APOBEC3A inh	mIAP block
Cc1ccccc1C(=O)c1cccn1CC(=O)NCc1ccc(Cl)cc1	0.97	6	-2	1	0.0	-12	-2	-3	3
CCc1cc(=O)oc2cc(C)cc(OC(C)C(=O)NCc3ccccn3)c12 (centres undefined)	0.86	6	24	0.77	-0.9	-6	2	-3	14
COc1cccc(-c2nn(-c3ccccc3)cc2CO)c1	0.89	-13	15	0.85	-1.4	0	-1	2	11
O=C(Nc1ccccc1N1CCOCC1)c1ccc2ccccc2c1	1	-1	18	0.82	-2.5	-14	-2	-3	-2
COc1ccc(NC(=O)C2CCCN(c3c4c(nc5ncnn35)CCC4)C2)cc1 (centres undefined)	0.89	2	7	0.93	0.7	-3	-3	-1	12
COc1ccc(C(C(=O)NCc2ccccc2)N(C(=O)c2snc(C(N)=O)c2N)c2ccccc2OC)cc1OC (centres undefined)	0.97	-3	4	0.96	0.1	-10	22*	-3	3
CCN(CC(=O)Nc1cc(Cl)ccc1C)C(=O)CCc1nc2ccccc2c(=O)[nH]1	0.98	5	10	0.9	0.4	-2	4	17	2
Nc1ncnc2c1ncn2[C@@H]1O[C@H](CNS(=O)(=O)CCCCl)[C@@H](O)[C@H]1O	1	-6	-7	1.1	0.3	-2	-3	1	-3
COc1ccc(C(=O)O)c(O)c1	0.97	-1	0	1	-0.5	-5	-1	3	3
COc1ccc(NC(=O)Nc2ccc3c(c2)C(=O)N([C@H](C)CO)C[C@H](C)[C@@H](CN(C)C(=O)NC(C)C)O3)cc1	1.3	-7	-8	1.1	0.9	-5	-1	0	-33
CC(C)[C@H](NC(=O)[C@H](Cc1ccccc1)n1c(=O)[nH]c2ccccc2c1=O)C(=O)N1CCC[C@H]1C(=O)O	0.97	0	0	1	-0.6	-8	2	-2	3
Cc1ccc(C(=O)Nc2ccc(N3CCOCC3)cc2N2CCOCC2)cc1	0.98	-4	10	0.9	-0.3	-10	0	-4	2

Screens (PubChem BioAssay)
